Screening results: PubChem BioAssay, National Center for Advancing Translational Sciences (NCATS)
aGal spleen mod – inhibitors or activators of human alpha-galactosidase in spleen homogenate | P06280 | human spleen homogenate, 4MU-alpha-Gal fluorescence, 40 min | Potency, µM (highest dose often 80 µM), for inactives: at the top dose activity change, negative = inhibition, usual class: inhibitors | actives 0.008% (n = 240,000);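 note: 0% = enzyme with vehicle and -100% = no enzyme basal signal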
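Human spleen homogenate (1 ug) as enzyme source, 4-methylumbelliferyl-alpha-D-galactopyranoside 1 mM final, citrate/phosphate pH 5.0 with 0.01% Tween-20. Compounds 40 min at 37C, NaOH/glycine stop; fluorescence Ex 365/Em 440, Hill-fit AC50.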
L3MBTL1 inh – inhibitors of human L3MBTL1 | Q9Y468 | AlphaScreen L3MBTL1–H3K9me1 peptide binding | AID 485360 | actives 0.66% (n = 230,000) | Potency, µM (titrated, usually from 57.1 µM), for inactives: top-dose activity, negative = inhibition, hits mostly inhibitors; note: nearly all actives have a fitted effect of over 60% in size
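Displacement of a biotinylated histone H3(1-15) peptide monomethylated at Lys9 (75 nM) from L3MBTL1 (50 nM) was measured by AlphaScreen after a 30 min room-temperature compound incubation; cefsulodin titration served as intraplate control.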
Tau fluor counter – counter-screen for tau fibril formation inhibitors; tau K18 P301L Alexa594 fluorescence, heparin fibrillization; Potency, µM (series often up to 57.7 µM), inactives show at the top dose activity change, negative = decrease; actives 0.93% (n = 280,000); AID 1463; note: nearly all actives have a fitted effect of over 55% in size
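Human tau K18 P301L (15 uM unlabeled, 0.24 uM Alexa 594-labeled) in 100 mM sodium acetate pH 7 with 20 uM heparin, 6 hr at 37 C. ThT 30 uM added, 1 hr ambient; Alexa 594 FP and total fluorescence read at 555/632 nm.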
Tau fibril ThT – tau fibrillization inhibition (ThT binding) | P10636 | recombinant tau K18 P301L, heparin-induced fibrillization, ThT fluorescence | Potency, µM (highest dose often 57.4 µM), inactives show at the highest dose activity, negative = inhibition, most hits filed as inhibitors | actives 2.1% (n = 270,000) | AID 1460; note: nearly all actives have a fitted effect of over 55% in size
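Heparin-induced (20 uM) aggregation of recombinant human K18 P301L tau, 15 uM unlabeled with 0.24 uM labeled, pH 7 acetate buffer, 6 hr at 37 C with compound. Fibrils quantified by 30 uM ThT fluorescence after 1 hr ambient incubation.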
TRb SRC2 PPI – inhibitors of human thyroid hormone receptor beta-SRC2 interaction | TRbeta-SRC2 peptide binding, fluorescence polarization; receptor liganded with 1 µM T3 | Potency, µM (series often up to 106 µM), for the others: at the top dose activity change, negative = inhibition, usual class: inhibitors | P10828 | actives 0.065% (n = 280,000);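 note: plate controls were bound peptide for no effect and peptide without receptor for full effect; nearly all actives have a fitted effect of over 50% in size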
Target sequence (P10828 whole entry, looked up): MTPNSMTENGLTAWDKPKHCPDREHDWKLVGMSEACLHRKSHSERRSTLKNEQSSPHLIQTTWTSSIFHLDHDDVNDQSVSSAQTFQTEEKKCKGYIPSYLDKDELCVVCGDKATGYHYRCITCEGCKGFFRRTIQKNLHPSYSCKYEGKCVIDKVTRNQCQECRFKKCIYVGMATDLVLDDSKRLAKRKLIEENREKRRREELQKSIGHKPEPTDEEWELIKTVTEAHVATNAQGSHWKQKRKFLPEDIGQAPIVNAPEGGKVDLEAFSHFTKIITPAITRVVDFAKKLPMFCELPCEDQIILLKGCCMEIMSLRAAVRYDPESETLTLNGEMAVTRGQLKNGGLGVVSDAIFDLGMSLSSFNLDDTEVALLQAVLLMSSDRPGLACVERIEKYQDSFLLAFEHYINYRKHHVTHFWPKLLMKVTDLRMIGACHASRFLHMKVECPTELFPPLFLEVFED
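Human TRb ligand-binding domain (0.6 uM) is mixed with 20 nM Texas Red SRC2 peptide and 1 uM T3; after compound addition and 5 hr at ambient temperature, polarization is measured and normalized to unbound and bound controls.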
TexasRed fluor – Texas Red fluorescence interference in TRb-SRC2 counter-screen; Potency, µM (top dose mostly 106 µM), for inactives: at the top dose fluorescence change, negative = quenching; TRb/SRC2 Texas Red total fluorescence interference; actives 0.29% (n = 280,000); active = well fitted curve in either direction with a large enough effect; inconclusive = small, poorly fitted or top-dose-only effect
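Human TRb ligand-binding domain at 0.6 uM with 20 nM Texas Red SRC2 peptide in Tris buffer containing 1 uM T3 and 5% DMSO, incubated with compound 5 h at ambient temperature. Total fluorescence (555/632 nm) calculated as parallel + 2 × perpendicular.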
ALDH1A1 block – blocks purified human ALDH1A1 activity | Purified ALDH1A1, NADH fluorescence, propionaldehyde substrate | actives 7.3% (n = 220,000) | P00352 | Potency, µM (doses to about 75.3 µM), inactives show top-dose activity, negative = inhibition, usual class: inhibitors; active = well fitted inhibition curve with a large enough effect, not every such curve was filed as active; inconclusive = small, poorly fitted or top-dose-only effect, or another doubt; inactive = no such curve, though single readings can be large or run the other way;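 note: plate controls were no enzyme wells and a reference inhibitor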
Target sequence (P00352 whole entry, looked up): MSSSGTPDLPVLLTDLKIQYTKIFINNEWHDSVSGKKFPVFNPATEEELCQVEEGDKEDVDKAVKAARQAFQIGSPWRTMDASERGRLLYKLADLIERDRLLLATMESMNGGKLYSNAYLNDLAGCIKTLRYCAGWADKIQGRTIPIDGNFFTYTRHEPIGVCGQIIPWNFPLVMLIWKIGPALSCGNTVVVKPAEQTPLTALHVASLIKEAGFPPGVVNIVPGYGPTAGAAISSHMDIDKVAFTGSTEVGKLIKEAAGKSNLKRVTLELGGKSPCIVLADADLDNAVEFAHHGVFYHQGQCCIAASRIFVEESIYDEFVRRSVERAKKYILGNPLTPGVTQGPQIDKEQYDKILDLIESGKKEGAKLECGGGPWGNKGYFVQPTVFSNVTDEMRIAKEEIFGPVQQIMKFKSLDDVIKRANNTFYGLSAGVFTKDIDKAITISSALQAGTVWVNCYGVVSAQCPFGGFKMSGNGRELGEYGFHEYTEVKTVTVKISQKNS
Tau fibril FP – inhibitors of human tau fibril formation. actives 0.39% (n = 280,000). AID 1468. Potency, µM (doses to about 57.7 µM), without a hit: at the top dose activity, negative = inhibition, most hits filed as inhibitors. P10636. K18 P301L tau heparin fibrillization, Alexa594 FP, 6 h; note: nearly all actives have a fitted effect of over 55% in size
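Heparin (20 uM) drove fibril formation of recombinant tau K18 P301L, 15 uM unlabeled with 0.24 uM Alexa 594 label, for 6 hr at 37 C in 100 mM sodium acetate pH 7. Fluorescence polarization (555/632 nm) read 1 hr after 30 uM ThT.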
The depositor's hits bear a star; ? = inconclusive; . = not tested or not shown; [ ] = remark or other dose. Unless noted, calls come from the whole dose curve; as a rule, active = well fitted curve in the direction sought with a large enough effect; inconclusive = small, poorly fitted or top-dose-only effect, or another doubt; inactive = no such curve, though single readings can be large; an effect the other way counts as inactive or inconclusive. Unless noted, % is set by controls: 0 for no effect and ±100 for the full control effect; potency is the fitted concentration of half-maximal effect. Rows are unselected; any-hit rate near 8.5%.

SMILES | aGal spleen mod | L3MBTL1 inh | Tau fluor counter | Tau fibril ThT | TRb SRC2 PPI | TexasRed fluor | ALDH1A1 block | Tau fibril FP
COc1ccc(-c2nnc(SCC(=O)NCc3ccco3)n2C)cc1 | 0% | . | -8% | ? | -6% | 0% | ? | -2%
O=C(NC(C(=O)c1ccccc1)N1CCOCC1)c1cccs1 (centres undefined) | 1% | 1% | -8% | ? | -20% | 0% | ? | -3%
CCOC(=O)c1sc(NC(=O)Nc2ccccc2F)nc1C | 1% | 14% | -8% | 1% | -2% | 0% | -6% | -15%
CC1CCCN(c2nc3nonc3nc2N2CCCC(C)C2)C1 (centres undefined) | 3% | -9% | -9% | -3% | -2% | 1% | -5% | 3%
COc1ccc(CCNC(=O)C(=O)NCCOc2ccccc2)cc1OC | -2% | 2% | 13% | 2% | 3% | -1% | 4µM* | -2%
COc1ccccc1NC(=O)Cn1c(C)cc(=O)c2cccc(OC)c21 | -8% | . | 0% | ? | 11% | 4% | . | -2%
CC1CCc2ccccc2N1C(=N)N(C)C (centres undefined) | 3% | -5% | 2% | 4% | 3% | -2% | 4% | -4%
CC(C)CCNC(=O)CN(C(=O)CCC(=O)Nc1ccccn1)c1ccc2c(c1)OCCO2 | 0% | -3% | -6% | -3% | -2% | 1% | 6% | -6%
CCOc1ccc2ccccc2c1C1NC(=S)N(C)C(C)=C1C(=O)OC (centres undefined) | -2% | -21% | 7% | -3% | -1% | 2% | 3% | 4%
CCN(CC)C1=CC2=CC(=C(C#N)C#N)CCC2CC1 (centres undefined) | -2% | -2% | 7% | 9% | 3% | 3% | 2.2µM* | -4%

The list goes on (six carried over from the part before).
SMILES | aGal spleen mod | L3MBTL1 inh | Tau fluor counter | Tau fibril ThT | TRb SRC2 PPI | TexasRed fluor | ALDH1A1 block | Tau fibril FP
COc1ccc(CCNC(=O)C(=O)NCCOc2ccccc2)cc1OC | -2% | 2% | 13% | 2% | 3% | -1% | 4µM* | -2%
COc1ccccc1NC(=O)Cn1c(C)cc(=O)c2cccc(OC)c21 | -8% | . | 0% | ? | 11% | 4% | . | -2%
CC1CCc2ccccc2N1C(=N)N(C)C (centres undefined) | 3% | -5% | 2% | 4% | 3% | -2% | 4% | -4%
CC(C)CCNC(=O)CN(C(=O)CCC(=O)Nc1ccccn1)c1ccc2c(c1)OCCO2 | 0% | -3% | -6% | -3% | -2% | 1% | 6% | -6%
CCOc1ccc2ccccc2c1C1NC(=S)N(C)C(C)=C1C(=O)OC (centres undefined) | -2% | -21% | 7% | -3% | -1% | 2% | 3% | 4%
CCN(CC)C1=CC2=CC(=C(C#N)C#N)CCC2CC1 (centres undefined) | -2% | -2% | 7% | 9% | 3% | 3% | 2.2µM* | -4%
O=C(NCc1cccnc1)c1cc2ccccc2oc1=O | 0% | . | -5% | 1% | -4% | -2% | ? | -1%
O=C(Cc1cccs1)Nc1ccc(NC(=O)c2ccco2)cc1 | 2% | . | -2% | -2% | -13% | -3% | 4% | 5%
COc1ccc(Cl)cc1-n1c(C)cc(C(=O)OCC(=O)N2CC(=O)Nc3ccccc32)c1C | ? | -2% | ? | -4% | -4% | 1% | 1% | -11%
COc1cc(Cl)c(C)cc1NC(=O)CSc1nnc(-c2ccccn2)n1Cc1ccco1 | 6% | -2% | -2% | 5% | -2% | 0% | -2% | -2%
Cc1nc2nc(NC(=O)C(C)(C)C)[nH]n2c(=O)c1Cc1ccccc1 | . | . | 10% | 2% | 4% | 1% | . | 2%
CCn1c2ccccc2c2cc(NC(=O)c3cccc([N+](=O)[O-])c3)ccc21 | 6% | 49%[activator] | -17% | -14% | 0% | -8% | 14% | 1%
COCCOC(=O)C1=C(C)NC(SCC(=O)NC(C)(C)C)=C(C#N)C1c1ccco1 (centres undefined) | -3% | -1% | 0% | 3% | -1% | -3% | 6% | 9%
O=C(Nc1nnc(S(=O)(=O)N2CCCCCC2)s1)c1ccccc1 | . | 5% | ? | 14µM* | -11% | ? | . | 1%
Clc1cccc(Cl)c1C1=NOC(c2nnc(-c3ccccc3)o2)C1 (centres undefined) | 11% | . | -17% | -11% | 4% | -1% | . | -5%
Cc1ccc(C(=O)N/C(=C\c2ccccc2F)c2nc(=S)[nH][nH]2)cc1 | 0% | -6% | -29% | ? | -2% | -3% | ? | -12%
COc1ccc(C2C(=O)N(C3CCCCC3)CC(=O)N2CCc2ccc(OC)c(OC)c2)cc1 (centres undefined) | . | . | 2% | 3% | 0% | 0% | . | 2%
Cc1ccc(S(=O)(=O)N/N=C/c2ccc(OC3CSC3)cc2)cc1 | 0% | -3% | -28% | -5% | -2% | 0% | -3% | -8%
CCOC(=O)c1c(N)c(C#N)c2n1CCCCC2 | 7% | 2% | -4% | -11% | 1% | -2% | ? | -6%
CCOc1ccc(C(CC(=O)O)n2cnnn2)cc1OC (centres undefined) | 0% | . | 1% | 3% | 5% | -3% | ? | -5%
COc1ccc(-c2c(C)n([O-])c(C)c(C)[n+]2=O)cc1OC | -4% | 4% | 3% | -2% | -6% | 3% | 6% | -5%
O=C(CC(NC(=O)c1ccccc1Cl)c1ccccc1)NCCc1ccc(Cl)cc1 (centres undefined) | -3% | -12% | 0% | 3% | 3% | 8% | -3% | -9%
CC(C)(C)C(=O)NC(Nc1cccc2cccnc12)C(Cl)(Cl)Cl (centres undefined) | 5% | -8% | ? | ? | -23% | -2% | ? | ?
CCOC(=O)C1C(=O)NC(N2CCN(c3ccccc3)CC2)=NC1c1ccccc1 (centres undefined) | 7% | . | -2% | -11% | -18% | -2% | 5% | -4%
Cc1cccc(CCNC(=O)c2cc3c(=O)n(C)c4ccccc4c3n2C)c1 | . | . | -5% | ? | -2% | -2% | . | 6%
Cn1cc(-c2ccno2)c(C(=O)O)n1 | 2% | 4% | 1% | 5% | -2% | -4% | 14% | -2%
CCCCC(=Nc1ccc(N)cc1)C1=C(O)C(C(=O)OC)C(C)(C)CC1=O (centres undefined) | -1% | . | 7.9µM*[quencher] | 10µM* | ? | ? | ? | 25µM*
CCCc1nc(SCC(=O)Nc2ccc(S(=O)(=O)N(C)C)cc2)c2ccccc2n1 | -1% | 29% | 0% | 9% | -14% | 1% | ? | 3%
C/C(=C\C[Si](C)(C)C)CC[C@H](O)C1=CCCCC1=O | -5% | . | -3% | -4% | -8% | 0% | 6% | -4%
CCN(CC)C(=O)Cn1c(=O)n(Cc2ccc(C(=O)NCc3ccccc3Cl)cc2)c(=O)c2ccccc21 | . | . | -12% | 0% | 1% | 0% | . | -2%
CCn1c(-c2cc3ccccc3cc2O)n[nH]c1=S | ? | . | -20% | ? | 1% | -3% | ? | 1%
Cc1ccccc1NC(=O)/C(C#N)=C/c1ccccc1C(F)(F)F | 6% | 9% | -6% | -1% | 0% | -2% | -11% | -14%
CC(=O)c1cccc(NC(=O)C2=CC(c3ccc4c(c3)OCO4)=NS(=O)(=O)N2C)c1 | . | . | -20% | -14% | 5% | 0% | . | -7%
Cc1onc(-c2c(F)cccc2Cl)c1C(=O)N1CCN(c2ncccn2)CC1 | 1% | 1% | -12% | -12% | 0% | -3% | 7% | -6%
N[C@@]1(C(=O)O)CN[C@@H](C(=O)O)C1 | -1% | . | -2% | 7% | -1% | -2% | 15% | -6%
CCOCc1nnc(NC(=O)c2cc(Cl)ccc2OC)s1 | 3% | . | -7% | -3% | -25% | 1% | ? | 4%
COC(=O)c1ccc(COc2ncnc3c(Cl)cc(Cl)cc23)o1 | 1% | . | -15% | -16% | 2% | -2% | -5% | 7%
CCN(CC)c1ccc(/C=C(\C#N)c2nc(-c3cccs3)c(NC(C)=O)s2)cc1 | -4% | ? | 6.3µM*[quencher] | ? | ? | ? | ? | ?
O=P(O)(CN1CCCCCC1)C1Cc2ccccc2C1 | -5% | 51%[activator] | -2% | -2% | -6% | 2% | 1% | -18%
CCn1c(C(O)c2ccc(C)cc2)nc2ccccc21 (centres undefined) | -20% | 4% | -3% | -1% | 2% | -4% | -3% | -2%
CCc1ccccc1N1C(=O)N(CC(=O)c2ccc(Cl)cc2)c2ccccc2S1(=O)=O | . | . | -13% | 1% | -2% | -2% | . | ?
CC(C)(C)c1ccc(C2Sc3ccccc3NC3=C2C(=O)c2ccccc23)cc1 (centres undefined) | . | . | 5.6µM*[quencher] | -11% | -5% | 0% | . | ?
CSCC[C@H](Nc1ncnc2sc(C)c(C)c12)C(=O)O | 2% | . | -11% | -6% | -19% | 3% | ? | -2%
CCCCSc1ncnc2[nH]ncc12 | -5% | 17% | -5% | -3% | 1% | 1% | . | 3%
C=CCOC(=O)N[C@H](/C(C(=O)OC)=C(\C)NCc1ccccc1)c1ccc2c(c1)OCO2 | 18% | . | -2% | -3% | 1% | -4% | 1% | -2%
CCN(c1ccccc1)S(=O)(=O)c1ccc(Cl)c(NC(=O)CN2CCCCCC2)c1 | 29% | . | -14% | -13% | -6% | -2% | . | 12%
CCCOc1ccc(/C=N/Nc2ccccc2[N+](=O)[O-])c(O)c1 | -3% | -13% | -23% | ? | 7% | -6% | 8% | 5%
CC(C)C(=O)Nc1cccc2nsnc12 | 2% | 7% | 2% | -11% | 1% | -3% | -2% | 7%
C[C@@]12CCC=C[C@H]1[C@H](c1ccoc1)N(Cc1ccccc1)C2=O | -3% | . | 2% | -3% | -1% | 0% | . | -1%
O=C(NC1CCNCC1)C1CC1 | 2% | 1% | -3% | -2% | 1% | -4% | -12% | 4%
Cc1ccc(-c2nc(S(=O)(=O)c3ccc(C)cc3)c(N3CCCCCC3)o2)cc1 | . | . | -15% | -3% | 9% | -5% | . | 3%
Cc1cc(N2CCN(C)CC2)nc2ccc(NC(=S)N3CCCCC3)cc12 | 25% | . | ? | ? | -5% | -3% | ? | 5%
O=C(Cc1ccccc1)Nc1ccc(N2CCOCC2)cc1 | 8% | 2% | 1% | -2% | -2% | 0% | 5% | 2%
